TRAIL sens C8: sensitizes caspase-8 expressing cells to TRAIL | NB7+C8 cells + TRAIL, ATPlite viability luminescence | inhibition (viability loss, TRAIL sensitization), % at 10 µM | actives 1% (n = 360,000) | AID 624354;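 active = compounds causing at least 50% loss of cell viability in the single-dose screen, relative to plate controls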
NR2E3 ag-1: human photoreceptor-specific nuclear receptor agonism | CHO-S Gal4-NCOR/VP16-NR2E3 two-hybrid, luciferase | inhibition of corepressor binding, % at 3.98 µM | actives 0.35% (n = 360,000) | AID 602229;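 active = inhibition above the mean of all tested compounds plus 3 SD, cut at about 70% in these data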;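 also: 0% = DMSO with NR2E3 transfected cells and 100% = cells lacking NR2E3 construct; higher means lower luciferase signal from less NR2E3 corepressor binding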
Target sequence (Q9Y5X4 whole entry, looked up, the tested form may be a part): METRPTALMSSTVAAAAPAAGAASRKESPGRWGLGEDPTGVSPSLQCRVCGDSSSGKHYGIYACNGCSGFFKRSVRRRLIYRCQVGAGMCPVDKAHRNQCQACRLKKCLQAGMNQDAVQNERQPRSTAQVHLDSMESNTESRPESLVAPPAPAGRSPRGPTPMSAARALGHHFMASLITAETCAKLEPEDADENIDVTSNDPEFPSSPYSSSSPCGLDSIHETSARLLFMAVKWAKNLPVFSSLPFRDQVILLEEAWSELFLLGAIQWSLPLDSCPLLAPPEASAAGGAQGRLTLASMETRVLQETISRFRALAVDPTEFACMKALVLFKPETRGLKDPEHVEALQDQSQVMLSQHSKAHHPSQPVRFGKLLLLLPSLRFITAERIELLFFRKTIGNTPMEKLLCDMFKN
Shn3 inh set2: reduces Shn3 3'UTR luciferase signal in osteoblasts; Clone20 osteoblast Shn3 3'UTR firefly luciferase, 24 h; inhibition, % at 12.5 µM; actives 0.52% (n = 360,000);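 active = mean inhibition of at least 75% with every replicate also reaching 75%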;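 also: 0% = median of neutral control wells and 100% = pilot-screen positive control compound; some compounds past the cut are filed as inactive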
KKLEB cytotox: counter-screen for CF NF-kB inhibitors: cytotoxicity; activity change (cytotoxicity), % at 5 µM; KKLEB CF airway cells viability, ATPlite luminescence, overnight; stronger effect = lower value; cells stimulated with P. aeruginosa culture filtrate; actives 0.36% (n = 360,000); AID 602141;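 active = corrected activity change at or below -50% at 5 µM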
MITF TRPM1 inh: inhibitors of MITF-driven TRPM1 promoter in melanoma cells; SK-MEL-5 TRPM1 promoter luciferase, 24 h; inhibition, % at 12.5 µM; actives 0.83% (n = 330,000); AID 488899;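 active = mean inhibition across replicates of 60% or more, whatever share of single replicates reaches that level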; also: values of inactives mirror those of a sister screen read the other way
Peg3 prom inh: Peg3 promoter activity inhibition | actives 1.7% (n = 360,000) | inhibition, % at 20 µM | HeLa PEG-Prom luciferase reporter, luminescence, overnight | AID 588405;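 active = inhibition of at least 50% at 20 µM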
NR2E3 ag-2: agonists of human nuclear receptor NR2E3. actives 0.12% (n = 320,000). AID 2300. inhibition of corepressor binding, % at 4.78 µM. GST-NR2E3/biotin-RetCOR TR-FRET, 1536-well;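 active = percent inhibition above the cutoff of mean plus 3 SD of all tested compounds, set per screening campaign, cut at about 20% in these data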;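 also: 0% = DMSO wells and 100% = biotin wells as full block of FRET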
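System: GST-tagged NR2E3 plus biotinylated RetCOR corepressor; Buffer or medium: pH 7.5 Tris-based buffer; Probe or stimulus: RetCOR corepressor, biotinylated, 7 nM; Doses: compound at 4.8 µM, single dose; Schedule: 5 h incubation at 4 °C; Technique: time-resolved FRET; Evaluation: percent inhibition of TR-FRET ratio; Replication: one well per compound, singlicate testing.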
TROY NFkB inh: TROY signaling inhibition; Q293 LMP1-TROYcd NF-kB luciferase reporter, 4 h; inhibition, % at 10 µM; actives 0.98% (n = 360,000);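 active = compounds whose plate-normalised and pattern-corrected inhibition of the luciferase reporter signal at the single screening dose is 50% or more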
TWEAK-Fn14 inh: TWEAK-Fn14 signaling inhibition; inhibition, % at 10 µM; actives 2% (n = 360,000); TWEAK-stimulated Fn14 reporter cells, luciferase luminescence, 8 h; in the data active = inhibition above about 50%
HIF-2a block: blocks HIF-2a reporter activity | 786-0 RCC cells HIF-2a reporter, luciferase luminescence, overnight | inhibition, % at 18.8 µM | actives 0.72% (n = 360,000);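 active = inhibition of the luminescence signal of 40% or more relative to plate controls, in a single-dose primary screen at 18.75 µM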
CF NFkB block: blocks PAF-induced NF-kB reporter in cystic fibrosis cells. actives 0.86% (n = 360,000). inhibition, % at 5 µM. AID 588850. KKLEB NF-kB-GFP reporter, GFP fluorescence overnight;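 active = at least 50% inhibition at 5 µM, scaled per plate between neutral and stimulator controls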;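 also: PAF is a Pseudomonas aeruginosa culture filtrate used as stimulus; plate controls were PAF-stimulated DMSO wells for no effect and unstimulated DMSO wells for full effect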
Active calls of the source: *; / = no result given. Not all compounds are listed; count on the stated rates, not on these rows.

SMILES | TRAIL sens C8 | NR2E3 ag-1 | Shn3 inh set2 | KKLEB cytotox | MITF TRPM1 inh | Peg3 prom inh | NR2E3 ag-2 | TROY NFkB inh | TWEAK-Fn14 inh | HIF-2a block | CF NFkB block
NC(=O)c1ccsc1NC(=O)CS(=O)(=O)c1ccc(Cl)cc1 | -14 | 17 | 14 | -1 | 0 | 1 | 1 | 13 | -6 | -9 | 5
CN(C)S(=O)(=O)c1ccc(N2CCCC2)c(C(=O)NCC2CCCCC2)c1 | 2 | -29 | 35 | -11 | -8 | 14 | 4 | -19 | 2 | 10 | -11
CC1=CC2=NC(=O)/C(=C\c3cn(C)c4ccccc34)C(=N)N2O1 | -12 | -27 | -6 | 6 | 3 | -11 | -5 | 3 | -24 | -9 | -36
CCc1nc2ccc(C(=O)NCc3ccccc3OC)cn2c1N(C)C(=O)Cc1ccccc1 | 11 | 1 | -13 | 7 | / | 4 | / | 4 | 17 | 12 | -15
CCn1c2ccccc2c2cc(NC(=O)CSc3nnnn3-c3ccccc3)ccc21 | -3 | 70 | 7 | -2 | 19 | 24 | 1 | -5 | -11 | 29 | 26
Cc1ccc(NC(=O)CSCc2n[nH]c(=O)[nH]2)c(Br)c1 | -7 | 2 | 6 | 8 | 1 | 12 | 2 | -14 | -14 | 17 | -4
Cc1ccn2cc(-c3cccc(S(=O)(=O)N4CCCC4)c3)nc2c1 | 14 | -58 | -38 | -7 | -9 | -112 | 1 | -39 | 7 | -150 | -3
Cc1ccc(C)c(OCCC(=O)OCC(=O)Nc2cc(S(=O)(=O)N3CCOCC3)ccc2C)c1 | -10 | -5 | -8 | 8 | -3 | 18 | 1 | 6 | 5 | 12 | 14
Cn1c(N)c(S(=O)(=O)N2CCN(Cc3ccccc3)CC2)c(=O)n(C)c1=O | 0 | 7 | 9 | 5 | 0 | 8 | 3 | -12 | 7 | 17 | -8
CCOc1ccc(-n2c(Cc3ccccc3)nnc2SCc2c(C)noc2C)cc1 | 3 | 13 | 12 | 10 | 9 | 10 | 0 | -6 | 6 | 12 | -10
C=CCn1c(C(C)NC(=O)C(C)(C)C)nc2ccccc21 (stereo not given) | 3 | 16 | 10 | 7 | 3 | -2 | 1 | 11 | 12 | -18 | -1
COc1cc(CC(=O)N2CCN(C(=O)C3CCCO3)CC2)cc(OC)c1OC (stereo not given) | -10 | -55 | -6 | 6 | 6 | 10 | / | -11 | -6 | 4 | 7
Cn1c(=O)[nH]c(=O)c2c1nc(N1CCCCCC1)n2CCN1CCCCCC1 | 3 | -7 | -12 | -9 | -10 | 3 | -3 | -7 | -26 | 7 | 9
Cc1c(C(=O)Oc2cccc3ccccc23)cnn1-c1ccccc1 | 2 | -28 | -8 | -3 | -26 | -312 | -2 | 82* | 73* | -64 | -5
NC(=N\N=CCc1ccccc1)/C(N)=N/N=CCc1ccccc1 | -4 | -37 | -18 | -1 | -6 | -83 | / | -22 | -15 | -147 | 20
CCc1ccc2oc(=O)cc(CN3CCN(c4ccc(F)cc4)CC3)c2c1 | 1 | -19 | 16 | -4 | -7 | 21 | -3 | 6 | 7 | 17 | 10
Cc1ccc(S(=O)(=O)N2CCC[C@H]2C(=O)Oc2ccccc2)cc1 | -16 | 5 | -26 | 18 | -5 | 8 | / | 10 | 3 | -5 | -3
O=C(NCc1cc(C(F)(F)F)cc(C(F)(F)F)c1)c1cc(-c2cc(F)ccc2OCC2CCCO2)n[nH]1 (stereo not given) | -4 | -12 | -9 | 9 | / | 12 | / | -1 | -6 | 9 | 5
CSc1cccc(-c2nnc(NC(=O)c3cccc(N4C(=O)CCC4=O)c3)o2)c1 | -2 | 9 | 0 | -3 | 2 | 3 | -2 | -17 | -5 | 6 | 9
CC(C)(C)OC(=O)N/N=C\C=C\c1ccc2c(c1)OCO2 | 26 | -99 | -1 | 2 | -107 | -245 | -4 | -76 | -19 | -246 | 5
O=C(/C=C/c1ccccc1[N+](=O)[O-])Nc1cccc(S(=O)(=O)NC2=NCCCCC2)c1 | -24 | 0 | 7 | 7 | 4 | -11 | / | -17 | -4 | -30 | -5
Cc1cccc(/C=C(\C(=O)O)c2ccc(S(=O)(=O)N3CCCC3)s2)c1 | -12 | 0 | -9 | 0 | 7 | 5 | / | -6 | -46 | 9 | -30
CCOc1ccccc1CNS(=O)(=O)c1ccc2[nH]c(=O)sc2c1 | 7 | -20 | 6 | -3 | 21 | 4 | -2 | 7 | 1 | 5 | 1
CSc1ccccc1NC(=O)CSc1n[nH]c(C)c1[N+](=O)[O-] | -16 | -5 | / | 10 | 8 | -8 | 3 | 17 | 13 | -14 | 6
C[C@@H]1CN([C@H](C)CO)C(=O)CCCn2nncc2CO[C@H]1CN(C)S(=O)(=O)c1ccc2c(c1)OCCCO2 | 9 | -11 | 81 | 5 | / | 2 | / | -11 | 21 | 5 | -1
O=C(CCc1nc2ccccc2c(=O)[nH]1)Nc1ccccc1N1CCCC1 | -4 | -3 | 7 | -9 | -8 | 15 | 0 | -1 | 6 | -9 | -1
O=C1OC(C(=O)NCc2ccccc2)Cc2ccccc21 (stereo not given) | -4 | 16 | -2 | 3 | -2 | 1 | -3 | -1 | -6 | -5 | -3
O=C(CNC(=O)c1ccccc1Cl)c1ccccc1 | -3 | -89 | -110 | -4 | -37 | -216 | 2 | -33 | -16 | -210 | -12
Cc1ccccc1-n1c(SCc2csc(Nc3ccccc3)n2)nnc1-c1cccnc1 | -8 | -6 | 19 | 4 | 16 | 11 | 4 | 18 | 24 | 13 | 10
Fc1cccc(CNC2CCN(CCc3ccccc3)CC2)c1 | 3 | -4 | 1 | 17 | 6 | -4 | / | -5 | -7 | 7 | -26
O=C(COc1ccc2oc(-c3ccccc3)cc(=O)c2c1)NCc1ccco1 | 34 | -1 | 8 | -1 | -52 | -163 | -3 | -17 | -23 | -219 | -7
CCC(C)NC(=O)CC1Oc2ccc(C)cc2NC1=O (stereo not given) | -14 | 3 | 5 | 8 | -12 | 14 | 4 | -3 | 1 | 2 | -22
COc1ccc(N2Cc3ccccc3/C2=N\C(=O)Nc2ccccc2)cc1 | 7 | -26 | -3 | 9 | -5 | -37 | 6 | -23 | -20 | -54 | 21
CCC(CC)c1nnc(NC(=O)C23CC4CC(CC(NC(C)=O)(C4)C2)C3)s1 | -2 | -18 | -28 | 6 | 12 | -30 | 0 | -2 | 18 | -6 | -1
O=C(Oc1ccccc1Cl)c1ccc2c(=O)n3c(nc2c1)CCC3 | 15 | 0 | 4 | -5 | -8 | -5 | 0 | -28 | -17 | -5 | 0
CCc1ccc(NC(=O)C2CCCN2C(=O)NC2CCCCC2)cc1 (stereo not given) | 4 | 6 | -8 | -3 | 11 | 12 | 3 | 5 | 18 | 15 | 24
S=c1[nH]nc(C2CCCCC2)n1/N=C/c1cccc(Br)c1 | -14 | -23 | 11 | -24 | 10 | 28 | 0 | -5 | -9 | 13 | 18
CN1CCN(C(=S)NC(=O)c2ccc(S(=O)(=O)N3CCOCC3)cc2)CC1 | -7 | 12 | -25 | 7 | 4 | 0 | 0 | -3 | 22 | 2 | -13
CC1CC(c2ccccc2)NS(=O)(=O)O1 (stereo not given) | 8 | 10 | -14 | 8 | 10 | -2 | 1 | -7 | 17 | 7 | 14
O=C1/C(=C/c2ccccc2[N+](=O)[O-])COc2ccccc21 | -24 | -16 | 31 | -71* | 85* | 106* | 2 | 33 | 94* | 61* | 86*
Cc1ccc(SCCC(=O)Nc2ccc(OCc3ccccc3)cc2)cc1 | 0 | -30 | 11 | 2 | 9 | -1 | 4 | -21 | 5 | 7 | 13
COc1ccc(NC(=O)c2nc[nH]c2C(=O)N(C)CCO)cc1 | 6 | 12 | 2 | 11 | / | 8 | / | -3 | 3 | -1 | -13
O=C(NCc1ccncc1)Nc1ccccc1 | 0 | -30 | -11 | 0 | 3 | -2 | 3 | -24 | -19 | 2 | 0
CCOc1ccc(CCN2C(=O)C(=O)N([C@@H](CC(C)C)CN3CCC[C@H]3CN3C(=O)C(=O)NC[C@@H]3Cc3ccccc3)C[C@@H]2CC(C)C)cc1 | 3 | -7 | / | / | / | / | / | 19 | 18 | -7 | /
Cc1ccc2nc(/C(C#N)=C\c3cc(O)ccc3[N+](=O)[O-])[nH]c2c1 | -4 | -66 | -16 | 5 | 12 | 15 | 2 | 45 | -10 | 3 | 1
O=C1NC[C@@H](Cc2ccc(O)cc2)N(CCc2cc(C(F)(F)F)cc(C(F)(F)F)c2)C1=O | 17 | -9 | / | / | / | / | / | -2 | 0 | -12 | /
C=CCn1c(=O)/c(=C\c2ccsc2)s/c1=C(/C#N)C(=O)NCCN1CCOCC1 | 0 | 4 | 25 | -1 | -3 | 10 | 1 | 6 | 8 | 18 | -23
COc1cc(NC(=O)C(F)(F)F)cc(OC)c1 | -3 | 7 | -17 | -3 | -3 | -5 | 2 | -6 | 10 | 4 | 12
CN(c1ccc(C(=O)NCc2cccs2)cc1)S(=O)(=O)c1ccccc1 | 1 | 13 | 3 | 13 | -4 | 2 | 2 | -8 | -13 | 2 | -4
O=C(Nc1ccc(C(=O)O)cc1)/C(=C\c1ccco1)NC(=O)c1ccco1 | 6 | -38 | -1 | -2 | 5 | 7 | 0 | -11 | 22 | 8 | 11

A section taken from the entries so far, as a working copy:
SMILES | TRAIL sens C8 | NR2E3 ag-1 | Shn3 inh set2 | KKLEB cytotox | MITF TRPM1 inh | Peg3 prom inh | NR2E3 ag-2 | TROY NFkB inh | TWEAK-Fn14 inh | HIF-2a block | CF NFkB block
CN(c1ccc(C(=O)NCc2cccs2)cc1)S(=O)(=O)c1ccccc1 | 1 | 13 | 3 | 13 | -4 | 2 | 2 | -8 | -13 | 2 | -4
O=C(Nc1ccc(C(=O)O)cc1)/C(=C\c1ccco1)NC(=O)c1ccco1 | 6 | -38 | -1 | -2 | 5 | 7 | 0 | -11 | 22 | 8 | 11

(further entries)
SMILES | TRAIL sens C8 | NR2E3 ag-1 | Shn3 inh set2 | KKLEB cytotox | MITF TRPM1 inh | Peg3 prom inh | NR2E3 ag-2 | TROY NFkB inh | TWEAK-Fn14 inh | HIF-2a block | CF NFkB block
CC(C)(C)OC(=O)N/N=C/c1c[nH]c2ccccc12 | 17 | -48 | -50 | 6 | -7 | -137 | -4 | -49 | -29 | -144 | -12
Cc1c(N=c2scc(-c3ccccc3)n2CCO)c(=O)n(-c2ccccc2)n1C | -13 | -12 | 6 | 6 | 5 | 4 | 0 | 0 | -3 | 1 | -10
CCOC(=O)C1=NN(c2ccc([N+](=O)[O-])cc2)CC1C(=O)OC (stereo not given) | -8 | -13 | 2 | 1 | -11 | -1 | 0 | 0 | 2 | 10 | -21
Cc1ccc(C(=O)CSc2cnc3ccccc3n2)cc1C | 4 | 6 | -17 | 0 | -10 | -143 | 6 | 76* | 89* | -8 | 34
Cc1ccc(NC2CCCN(C(=O)Cc3nonc3C)C2)cc1C (stereo not given) | 6 | -32 | 8 | -16 | 10 | -4 | 0 | -7 | -6 | -3 | 16
COc1cc(NC(=O)CN(C)CCOc2ccccc2)c(C)cc1[N+](=O)[O-] | -6 | -23 | 9 | 4 | 1 | -6 | -5 | -2 | -30 | 7 | 1
COc1ccc(S(=O)(=O)NCCN2CCOCC2)cc1Br | -1 | 0 | -6 | -7 | -16 | 13 | 3 | 16 | 12 | 8 | 6

From PubChem BioAssay
